Source: PubChem
Pin1 inhibitor: human Pin1 inhibition; AID 504891; 0.009% of 390,000 active; Potency, µM (doses to about 115 µM), for inactives: at the top dose activity, negative = inhibition, hits mostly inhibitors; Pin1 FP peptide displacement, HiFluor488, 10 min; Q13526; active means well fitted inhibition curve with a large enough effect in the polarisation, with a control signal flat, not every such curve was filed as active; inconclusive means small, poorly fitted or top-dose-only effect, or effect the other way, or a change in a side signal; inactive means no such curve, though single readings can be large or run the other way; the % refers to the polarisation; further: on the % scale 0 is the no-effect control and ±100 the full control effect
Target sequence (Q13526 whole entry, looked up): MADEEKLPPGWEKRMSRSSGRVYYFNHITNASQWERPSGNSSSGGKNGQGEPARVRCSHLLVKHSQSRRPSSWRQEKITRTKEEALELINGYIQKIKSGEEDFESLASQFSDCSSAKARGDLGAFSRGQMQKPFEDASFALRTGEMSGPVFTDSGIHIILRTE
BAZ2B block: inhibitors of human BAZ2B bromodomain | AlphaScreen BAZ2B-H3K14Ac peptide displacement | 4.4% of 360,000 active | Q9UIF8 | Potency, µM (top dose mostly 114 µM), for inactives: at the top dose activity change, negative = inhibition, most hits filed as inhibitors | AID 504333; further: on the % scale 0 is the no-effect control and ±100 the full control effect; nearly all actives have a fitted effect of over 60% in size
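Complex of BAZ2B and biotin-H3K14Ac (50 nM apiece) forms over 30 min at RT, then faces library compounds up to 110 uM for another 30 min; AlphaScreen beads added, 20 min dark incubation, luminescence read.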
Tb PGK inh: T. brucei PGK inhibition; P07378; PGK/GAPDH coupled, Kinase-Glo luminescence, 60 min; Potency, µM (series often up to 57.5 µM), inactives show top-dose activity change, negative = inhibition, usual class: inhibitors; 0.043% of 380,000 active; further: on the % scale 0 is the no-effect control and ±100 the full control effect; nearly all actives have a fitted effect of over 60% in size
Target sequence (P07378 whole entry, looked up): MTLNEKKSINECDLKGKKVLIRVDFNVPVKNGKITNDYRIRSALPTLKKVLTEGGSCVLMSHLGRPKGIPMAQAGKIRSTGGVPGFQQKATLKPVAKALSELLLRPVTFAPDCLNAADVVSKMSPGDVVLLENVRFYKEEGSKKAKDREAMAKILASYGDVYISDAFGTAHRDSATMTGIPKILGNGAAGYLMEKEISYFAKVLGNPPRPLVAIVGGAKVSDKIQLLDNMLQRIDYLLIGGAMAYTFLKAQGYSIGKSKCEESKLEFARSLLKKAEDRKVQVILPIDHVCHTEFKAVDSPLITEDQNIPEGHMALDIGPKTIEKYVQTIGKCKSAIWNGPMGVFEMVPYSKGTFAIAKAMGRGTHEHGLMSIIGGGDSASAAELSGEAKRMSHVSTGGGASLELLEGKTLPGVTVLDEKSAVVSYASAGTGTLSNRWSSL
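Luminescent ATP detection (Kinase-Glo Plus) follows a 60-minute room-temperature incubation, with wells lacking PGK as controls. Buffer: 100 mM TEA (pH 7.6), 5 mM MgCl2, 0.01% Tween-20. Coupling enzyme GAPDH (100 nM final) supplies unstable 1,3-BPG in-well.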
GLS inh: glutaminase GLS (human) inhibition. Potency, µM (titrated, usually from 45.5 µM), without a hit: at the highest dose activity change, negative = inhibition, most hits filed as inhibitors. O94925. 0.21% of 410,000 active. GLS enzymatic activity, qHTS titration; further: on the % scale 0 is the no-effect control and ±100 the full control effect
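Assay buffer: 45 mM KH2PO4 pH 8.2, 0.02% Tween-20. hKGA acts on L-glutamine (1 mM solution added); product glutamate is reported by an oxidase/peroxidase Amplex Red coupling, with fluorescence taken at baseline and 30 min.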
BLM inh: Bloom syndrome helicase (human) inhibition; P54132; recombinant BLM DNA unwinding, fluorescence dequenching; Potency, µM (highest dose often 56.1 µM), for the others: top-dose activity change, negative = inhibition, actives largely listed as inhibitors; 0.2% of 350,000 active;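 further: plate controls were vehicle for no effect and no enzyme for full effect; nearly all actives have a fitted effect of over 35% in size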
HP1b chromo inh: inhibitors of HP1-beta chromodomain binding to methylated histone tails | P83916 | Potency, µM (highest dose often 114 µM), without a hit: top-dose activity change, negative = inhibition, hits mostly inhibitors | AlphaScreen HP1-beta / biotin-H3K9me3 peptide binding | AID 540317 | 0.56% of 390,000 active; further: nearly all actives have a fitted effect of over 70% in size; inactives centre near 23
Target sequence (P83916 whole entry, looked up): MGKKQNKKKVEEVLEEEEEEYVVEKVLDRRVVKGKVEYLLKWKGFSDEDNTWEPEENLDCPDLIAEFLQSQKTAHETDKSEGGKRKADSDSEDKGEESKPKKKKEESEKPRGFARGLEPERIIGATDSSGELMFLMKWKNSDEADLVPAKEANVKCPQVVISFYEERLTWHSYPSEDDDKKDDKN
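Compound inhibition of the preformed complex between 50 nM HP1-beta and 50 nM biotinylated H3K9me3 peptide was read by AlphaScreen. Buffer was PBS pH 7.4 with 0.01% Tween-20. Incubations ran 30 min at room temperature, with 10 ug/mL donor/acceptor beads.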
JMJD2A Tudor: JMJD2A Tudor domain (human) inhibition; Potency, µM (top dose mostly 114 µM), without a hit: top-dose activity change, negative = inhibition, hits mostly inhibitors; AlphaScreen JMJD2A-Tudor / H3K4me3 peptide binding; 4.4% of 390,000 active; AID 504339; O75164; further: on the % scale 0 is the no-effect control and ±100 the full control effect; nearly all actives have a fitted effect of over 50% in size
G9a inh: blocks human histone lysine methyltransferase G9a | G9a H3K9 monomethylation, AlphaScreen, 2 h | Potency, µM (titrated, usually from 102 µM), for the others: top-dose activity, negative = inhibition, usual class: inhibitors | 8.8% of 350,000 active; further: on the % scale 0 is the no-effect control and ±100 the full control effect; nearly all actives have a fitted effect of over 75% in size
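Methyltransferase reactions run at room temperature for 2 h (20 nM enzyme, 500 nM biotin-H3K9 peptide, 20 uM SAM) after a 15 min compound preincubation; product detected by AlphaScreen beads and anti-H3K9me1 antibody.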
Pol iota inh: DNA polymerase iota (human) inhibition; AID 588590; Potency, µM (doses to about 115 µM), without a hit: at the top dose activity, negative = inhibition, hits mostly inhibitors; Q9UNA4; Pol iota fluorescent replication assay, 10 min; 1% of 390,000 active
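Fluorescent replication assay read twice, at 0 min and 10 min after adding 50 nM (final) substrate. Enzyme (10 nM) and compounds were first incubated 15 min at room temperature; enzyme-free buffer wells were negative controls.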
* hit, by the source's call; i = inactive; ? = inconclusive; . = no result given; & = joins results of further samples; [ ] = another dose, or the depositor's remark. Unless noted, the call rests on the fitted dose curve; in most records, active means well fitted curve in the direction sought with a large enough effect; inconclusive means small, poorly fitted or top-dose-only effect, or another doubt; inactive means no such curve, though single readings can be large; an effect the other way counts as inactive or inconclusive. Potency means the concentration at half of the fitted maximal effect. An excerpt, so the mix of outcomes need not match the whole.

[1] CCCNC(=O)C(Cc1ccc(F)cc1)NC(=O)c1ccc(C#N)cc1 (centres undefined)
[2] CCCCn1c(N)c(N(CC(C)C)C(=O)C2CSC3(C)CCC(=O)N23)c(=O)[nH]c1=O (centres undefined)
[3] COc1ccc(F)cc1S(=O)(=O)NCC1CCCO1 (centres undefined)
[4] COc1ccc(/C=N/NC(=O)c2ccoc2C)cc1COc1c(C)cccc1C
[5] COc1cc(C=O)ccc1OCC(=O)N1CCCC1
[6] CCOC(=O)CSC1=C(C#N)C(c2ccccc2OCC)C(C#N)C(=O)N1 (centres undefined)

entry no.	1	2	3	4	5	6
Pin1 inhibitor	-9%	?	-5%	17%	2%	11%
BAZ2B block	8%	-5%	1%	-12%	-14%	-25%
Tb PGK inh	-5%	-4%	5%	-1%	5%	-1%
GLS inh	2%	2%	-6%	5%	3%	-10%
BLM inh	.	.	-12%	-13%	1%	3%
HP1b chromo inh	31%	16%	38%	12%	43%[activator]	19%
JMJD2A Tudor	-4%	7%	-1%	-24%	-7%	-25%
G9a inh	-5%[2.33 µM]	50µM*	3%	-2%[59 µM]	-4%	?
Pol iota inh	2%	13%	170%[activator]	13%	30%[activator]	?

[7] CN(C)c1ccc(/C=C/C(=O)c2cc(Cl)ccc2O)cc1
[8] CCCn1nnnc1SCC(=O)c1ccc(NC(C)=O)cc1
[9] Fc1cc(F)cc(-c2oncc2-c2nnnn2-c2ccccc2)c1
[10] CCOC(=O)c1c(NC(=O)Cc2coc3ccc(CC)cc23)sc2c1CCC2
[11] CCc1ccc(OCC(O)Cn2c(N3CCCCC3)nc3c2c(=O)[nH]c(=O)n3C)cc1 (centres undefined)
[12] O=C(Nc1ccc(Cl)c(-c2nc3ccccc3o2)c1)c1cccc2c(Cl)cccc12

entry no.	7	8	9	10	11	12
Pin1 inhibitor	?	?	-10%	34%[activator]	-3%	8%
BAZ2B block	6.3µM*	3%	3%	?	-8%	-13%
Tb PGK inh	-10%	1%	-2%	-3%	-6%	1%
GLS inh	-6%	1%	1%	8%	4%	8%
BLM inh	-24%	-1%	-1%	-6%	1%	-4%
HP1b chromo inh	?	40%[activator]	3%	3%	21%	25%
JMJD2A Tudor	13µM*	-16%	79µM*	6%	-21%	10%
G9a inh	4µM*	?	7%[59 µM]	?	-5%[0.501 µM]	-5%[59 µM]
Pol iota inh	-18%	10%	-8%	20%	17%	3%

[13] CCOCCCNC(=O)c1ccc2c(c1)N(Cc1ccccc1)C(=O)CS2=O (centres undefined)
[14] COc1ccc(NC(=O)[C@@H](NC(=O)c2ccccc2)C(C)C)cc1S(=O)(=O)N1CCCCC1
[15] CC(NCCC(Cc1ccccc1)c1ccco1)c1ccccc1 (centres undefined)
[16] CC1CCN(c2nc3ccc(C(=O)NCCCN4CCCCC4C)cc3s2)CC1 (centres undefined)
[17] COc1ccc(C2=NOC(CNC(=S)N3CCOCC3)C2)cc1 (centres undefined)
[18] CCOC(=O)N1CCN(Cc2oc(CO)cc(=O)c2O)CC1

entry no.	13	14	15	16	17	18
Pin1 inhibitor	-14%	3%	4%	0%	-1%	5%
BAZ2B block	8%	4%	-20%	-17%	-3%	-38%
Tb PGK inh	-8%	i	-8%	-7%	0%	2%
GLS inh	0%	-5%	-2%	-22%	-1%	22%
BLM inh	2%	-3%	1%	-6%	-1%	-4%
HP1b chromo inh	41%[activator]	29%	-3%	23%	32%[activator]	-2%
JMJD2A Tudor	-18%	-14%	-10%[11.4 µM]	-23%	-12%	?
G9a inh	-8%[59 µM]	-7%[59 µM]	-30%	-9%	.	?
Pol iota inh	13%	11%	-21%	9%	37%[activator]	11%

[19] N#Cc1nc(-c2ccc(OCc3ccc(Cl)cc3)cc2)oc1NCCCn1ccnc1
[20] C/C(=N\NC(=O)c1cccc(C)c1O)c1ccc(NC(=O)Cc2ccccc2)cc1
[21] COc1ccc(CNC(=O)c2nc(SCc3ccc(C)cc3)ncc2Cl)cc1
[22] Cc1ccc(OCC(=O)NNC(=S)NC(=O)C(C)(C)C)c(Br)c1
[23] CCN=C1Cn2c(nc3scc(-c4ccccc4)c3c2=O)CN1CC
[24] CN1C[C@@H]2C(c3ccccc3)C3(c4cccnc4)CC2(C3)[C@H]1c1ccccc1 (some centres undefined)

entry no.	19	20	21	22	23	24
Pin1 inhibitor	-3%	-4%	-3%	3%	37%[activator]	1%
BAZ2B block	?	-19%	-2%	-3%	3%	-23%
Tb PGK inh	-5%	-5%	9%	2%	0%	-6%
GLS inh	1%	15%	-1%	11%	?	9%
BLM inh	0%	0%	-5%	-3%	-1%	-1%&0%
HP1b chromo inh	-7%	10%	9%	-5%	48%[activator]	0%
JMJD2A Tudor	-26%	-29%	-14%	?	-20%	?
G9a inh	?	1%	1%[59 µM]	25µM*	22%[59 µM]	-35%[59 µM]
Pol iota inh	9%	-12%	15%	12%	?	-2%

[25] COc1cccc(-c2nc(CS(=O)(=O)CC(=O)NCCCN3CCOCC3)c(C)o2)c1
[26] Cc1ccc(N(C)S(=O)(=O)c2cccc(C(=O)NC3=NCCS3)c2)cc1
[27] COc1ccc(CCn2c3c(c(=O)[nH]c2=O)C(NC(=O)c2cccs2)(C(F)(F)F)C(=O)N3)cc1OC (centres undefined)
[28] COCC1CCN(Cc2cn[nH]c2-c2ccc(OC)cc2F)C1 (centres undefined)
[29] CCC(=O)N(Cc1cc(=O)[nH]c2ccccc12)c1ccc(C)cc1
[30] CC(=O)N1CCN(C(=O)c2ccc(OC3CCN(CCc4ccccc4)CC3)cc2)CC1

entry no.	25	26	27	28	29	30
Pin1 inhibitor	7%	?	-3%	-1%	1%	7%
BAZ2B block	-12%	-21%	-1%	-5%	-3%	3%
Tb PGK inh	-4%	-7%	-7%	0%	-4%	-2%
GLS inh	1%	1%	-2%	3%	0%	1%
BLM inh	-2%	-8%	-2%	5%	-4%	-3%
HP1b chromo inh	22%	32%	26%	29%	?	24%
JMJD2A Tudor	-4%	-21%	-10%	-15%	-32%	-11%
G9a inh	0%	-32%[59 µM]	20%[2.33 µM]	23%	.	13%
Pol iota inh	14%	6%	17%	18%	27%	29%

[31] CCOC(=O)C1CCCN(c2nc3c(S(=O)(=O)c4ccc(CC)cc4)nnn3c3ccc(Cl)cc23)C1 (centres undefined)
[32] O=C1NC(=O)C2C1C(c1ccccc1)N1C3C(=O)NC(=O)C3C(c3ccccc3)N21 (centres undefined)
[33] Cc1cc(Cl)c2oc(C(=O)N3CCC(O)(c4ccccc4)CC3)c(C)c2c1
[34] CCCCOC(=O)c1nnc(-c2ccccc2)o1
[35] CCNC(=O)/C(C#N)=C/c1c(N2CCN(c3ccccc3)CC2)nc2ccccn2c1=O
[36] Cc1cccc(C(=O)OC(C)CN2CCN(C)CC2)c1 (centres undefined)

entry no.	31	32	33	34	35	36
Pin1 inhibitor	?	-2%	-3%	3%	6%	-2%
BAZ2B block	9%	-29%	-4%	1%	?	-20%
Tb PGK inh	-5%	-1%	1%	-9%	-1%	i
GLS inh	-3%	21%	-2%	9%	13%	-1%
BLM inh	-4%	0%	-9%	-6%	-8%	-3%
HP1b chromo inh	58%[activator]	11%	9%	16%	7%	36%
JMJD2A Tudor	14%	-10%	-17%	0%	-14%	-24%
G9a inh	38%[59 µM]	-3%	17%	20%[59 µM]	12%	-6%
Pol iota inh	41%[activator]	-3%	7%	-3%	17%	149%[activator]

[37] COc1ccc(C(=O)Nn2c(C3CCC3)nc3ccccc3c2=O)c(OC)c1
[38] COCCCN1C(=O)c2[nH]nc(-c3ccccc3O)c2C1c1cccc(Cl)c1 (centres undefined)
[39] CCCNC(=O)C(Cc1ccccc1F)NC(=O)c1ccc(C#N)cc1 (centres undefined)
[40] CNS(=O)(=O)c1cn(CC(=O)N2CCN(c3ccccc3OC)CC2)cc1S(=O)(=O)NC
[41] COc1ccccc1/C=C/c1nc(S(=O)(=O)c2ccccc2)c(N(C)C)o1
[42] CCOC(=O)c1c(C)oc2ccc(O)cc12

entry no.	37	38	39	40	41	42
Pin1 inhibitor	-3%	0%	0%	-10%	-13%	11%
BAZ2B block	8%	-2%	11%	-11%	71µM*	10%
Tb PGK inh	-10%	0%	i	0%	-4%	3%
GLS inh	5%	7%	-4%	6%	-9%	-8%
BLM inh	-11%	-9%	.	-4%	-6%	-4%
HP1b chromo inh	36%	14%	56%[activator]	24%	69%[activator]	15%
JMJD2A Tudor	-1%	-23%	-2%	-5%	?	-5%
G9a inh	0%[59 µM]	14%	-6%[0.501 µM]	-21%[59 µM]	35µM*	0%[59 µM]
Pol iota inh	?	-4%	18%	-6%	-4%	5%

A different layout for part of the listing above.
| No. | compound | Pin1 inhibitor | BAZ2B block | Tb PGK inh | GLS inh | BLM inh | HP1b chromo inh | JMJD2A Tudor | G9a inh | Pol iota inh |
| --- | --- | --- | --- | --- | --- | --- | --- | --- | --- | --- |
| 41 | COc1ccccc1/C=C/c1nc(S(=O)(=O)c2ccccc2)c(N(C)C)o1 | -13% | 71µM* | -4% | -9% | -6% | 69%[activator] | ? | 35µM* | -4% |
| 37 | COc1ccc(C(=O)Nn2c(C3CCC3)nc3ccccc3c2=O)c(OC)c1 | -3% | 8% | -10% | 5% | -11% | 36% | -1% | 0%[59 µM] | ? |
| 40 | CNS(=O)(=O)c1cn(CC(=O)N2CCN(c3ccccc3OC)CC2)cc1S(=O)(=O)NC | -10% | -11% | 0% | 6% | -4% | 24% | -5% | -21%[59 µM] | -6% |
| 42 | CCOC(=O)c1c(C)oc2ccc(O)cc12 | 11% | 10% | 3% | -8% | -4% | 15% | -5% | 0%[59 µM] | 5% |
